Assay outcomes: PubChem, several laboratories
MC4R ag barr – agonists of human melanocortin 4 receptor (MC4R) beta-arrestin; P32245; U2OS MC4R beta-arrestin complementation, luminescence; percent of melanotan II response, DMSO zero; activation, % at 8.9 µM; 360,000 compounds, 0.98% hits;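 active = activation above a per-plate cutoff, the mean activation of sample wells on that plate plus 3 SD, cut at about 8% in these data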
Target sequence (P32245 whole entry, looked up): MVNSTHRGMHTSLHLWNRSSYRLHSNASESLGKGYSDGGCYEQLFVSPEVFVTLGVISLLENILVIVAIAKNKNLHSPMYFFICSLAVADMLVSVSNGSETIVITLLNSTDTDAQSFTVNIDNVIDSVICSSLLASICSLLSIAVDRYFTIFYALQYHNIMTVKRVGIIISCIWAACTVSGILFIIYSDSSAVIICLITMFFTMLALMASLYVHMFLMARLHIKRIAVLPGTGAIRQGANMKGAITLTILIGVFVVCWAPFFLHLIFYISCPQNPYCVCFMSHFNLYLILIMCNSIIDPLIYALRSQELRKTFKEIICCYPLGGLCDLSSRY
aDG glyco up – alpha-DG glycosylation activation. Pro5-aDG cells, alpha-DG glycosylation AlphaScreen (IIH6); 0% Pro5, 100% B10-LARGE cell signal. activation, % at 10 µM. AID 624168. 360,000 compounds, 0.22% hits;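 active = activation of at least 8% versus controls, or a plate z-score of at least 8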;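 note: Pro5 are CHO cells carrying HIG-tagged alpha-DG that lacks glycosylation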
HTR2A ag – agonists of mouse serotonin 5-HT2A receptor (HTR2A). P35363. activation, % at 7.6 µM. CHO-K1 mHTR2A beta-arrestin complementation, luminescence; percent of 30 µM serotonin response. 360,000 compounds, 0.66% hits;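 active = activation above a run cutoff, the mean activation of all tested compounds plus 3 SD, cut at about 14% in these data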;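 note: 0% = plate median of compound wells and 100% = 30 µM serotonin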
Target sequence (P35363 whole entry, looked up): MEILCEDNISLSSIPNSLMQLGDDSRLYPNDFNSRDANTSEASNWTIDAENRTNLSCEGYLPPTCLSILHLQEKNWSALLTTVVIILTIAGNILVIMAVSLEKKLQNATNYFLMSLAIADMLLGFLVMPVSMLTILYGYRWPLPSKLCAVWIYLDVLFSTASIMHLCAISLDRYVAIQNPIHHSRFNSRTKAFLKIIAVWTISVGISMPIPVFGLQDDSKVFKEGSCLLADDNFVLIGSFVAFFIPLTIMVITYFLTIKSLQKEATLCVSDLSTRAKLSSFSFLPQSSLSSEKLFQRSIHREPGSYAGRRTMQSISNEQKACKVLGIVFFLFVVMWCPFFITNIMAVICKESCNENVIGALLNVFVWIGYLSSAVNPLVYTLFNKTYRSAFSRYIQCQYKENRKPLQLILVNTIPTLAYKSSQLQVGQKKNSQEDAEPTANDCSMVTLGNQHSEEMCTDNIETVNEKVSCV
MC4R antag cAMP – antagonists of human melanocortin 4 receptor (MC4R); P32245; MC4R-expressing cells, MTII-stimulated cAMP, LANCE TR-FRET; inhibition, % at 6.5 µM; 360,000 compounds, 0.48% hits; AID 540295;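 active = inhibition above its plate's cutoff, the mean of tested wells on that plate plus 3 SD, cut at about 29% in these data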;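 note: 0% = Melanotan II alone and 100% = Melanotan II plus saturating MCL0020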
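Material: U2OS-MC4R stable cell line | Reagent: Melanotan II challenge after compound preincubation | Doses: One concentration, 6.5 µM nominal | Incubation: 30-min compound preincubation, 1-h Melanotan II challenge, 1-h detection, room temperature | Signal: TR-FRET cAMP assay | Replicates: One well per compound, no replicates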
CaV13 ICDI inh – Disruptors of the CACNA1D IQ motif to Ca2+-dependent inactivation inhibitor domain association, primary screening, Förster resonance energy transfer in intact living …; HEK cells, CFP/YFP FRET ICDI-IQ, plate reader, 10 min; percent FRET-ratio fall versus neutral wells; inhibition, % at 12.3 µM; 340,000 compounds, 0.098% hits; AID 743397;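 active = mean replicate inhibition of at least 30% and at least 1% of replicates passing that level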;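 note: 0% = median of the neutral control wells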
ABCB6 inh 2 – inhibitors of human ABC transporter ABCB6; Q9NP58; K562-ABCB6 porphyrin accumulation, flow cytometry, 1 h; stronger effect = lower value; fluorescence ratio to DMSO, % at 10 µM; 360,000 compounds, 0.19% hits; AID 602162;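 active = fluorescence ratio to DMSO below 75%, the collection mean minus 3 SD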;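 note: signal is porphyrin accumulated inside mitochondria; 100% equals median channel fluorescence of DMSO control wells; lower ratio means ABCB6 inhibition with less porphyrin fluorescence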
N-glyco inh – N-linked glycosylation inhibition; D54 ERlucT glycosylation luciferase reporter, 24 h; percent of 100 nM tunicamycin response; reporter increase, % at 12.5 µM; 360,000 compounds, 0.23% hits;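 active = mean luciferase reporter signal, scaled so untreated is 0 and the glycosylation-blocking control 100, at or above a set limit in every replicate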;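 note: luciferase carries N-glycosylation sites so blocking glycosylation raises the light; 0% = median of neutral control wells and 100% = median of 100 nM tunicamycin wells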
Vif imaging – inhibitors of HIV Vif. 340,000 compounds, 0.35% hits. inhibition, % at 7.49 µM. HEK293T cells, Vif self-association by quenched fluorescence, imaging, 24 h. AID 602346; in the data active = inhibition above about 50%, passing the limit was not always enough; note: some results filed as inactive read as strong as hits
H9c2 protect – protects H9c2 cardiomyocytes from peroxide injury; protection from H2O2 cell death, % at 20 µM; 360,000 compounds, 0.63% hits; H2O2 injury protection, ATPLite, 2 h; AID 588492;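 active = compounds giving at least 50% protection of heart cells from peroxide-induced death in the single-dose screen, raw or plate-pattern-corrected value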;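 note: 0% = DMSO wells with peroxide and 100% = DMSO wells without peroxide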
PDI inh – blocks human protein disulfide isomerase activity; inhibition, % at 10 µM; PDI insulin aggregation turbidity, A650, 90 min; P07237; 350,000 compounds, 0.052% hits; AID 588391;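 active = mean inhibition across replicates of 30% or more, whatever share of single replicates reach that level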;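 note: absorbance from insulin aggregation driven by PDI reduction with DTT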
Starred values were filed as active, the others as inactive; . = not tested or not shown.

Every second line gives: MC4R ag barr	aDG glyco up	HTR2A ag	MC4R antag cAMP	CaV13 ICDI inh	ABCB6 inh 2	N-glyco inh	Vif imaging	H9c2 protect	PDI inh
[1] COc1ccccc1-c1nnc(SC/C(O)=C(\C#N)c2nc3ccccc3[nH]2)n1C1CCCCC1
  -1.3	-0.1	3	5	-3	71*	-1	4	6	1
[2] Cc1ccc(S(=O)(=O)N2[C@H](C(C)C)[C@H]3[C@H]4C(=O)N(c5ccccc5)C(=O)[C@H]4CC(=O)[C@H]3[C@@H]2c2ccccc2)cc1
  .	-0.1	-1	.	-5	100	-2	-4	-3	.
[3] COc1cc(/C=N/N2CCN(c3ccc(Cl)cc3)CC2)cc(OC)c1OC(C)=O
  -1.1	-0.1	5	4	-21	90	3	-5	-1	3
[4] COc1ccc(C(=O)N(C(C)C)C(C)C)c(OC)c1
  -0.7	-0.1	-1	3	-3	96	-1	.	6	8
[5] COc1ccc(NC(=O)Cn2c(=O)n(CC3CCCO3)c(=O)c3ccccc32)c(OC)c1 (stereo not drawn)
  0.7	0.5	10	2	-16	87	1	0	6	4
[6] Cc1ccc(-n2c(Cc3cccn3C)nnc2SCC(=O)Nc2nnc(C)s2)cc1
  -0.6	0.5	-5	5	-5	100	0	3	6	1
[7] Cc1ccc(C)c(OCc2cc(C(=O)N3CCc4sccc4C3)no2)c1
  -1.7	0.1	3	1	-6	97	0	-10	-10	9
[8] Cc1ccc(NC(=O)c2cccc(NC(=O)/C=C/c3ccco3)c2)cc1C
  -0.4	0.0	-4	-3	-3	87	-4	.	22	3
[9] COc1ccc(-c2cnn3c(N)c(S(=O)(=O)C(C)(C)C)cnc23)cc1
  -1.4	0.0	1	1	-4	68*	3	-3	1	-1
[10] O=C(COC(=O)c1cccnc1Cl)NCc1cccs1
  -1.9	-0.1	4	2	4	94	1	-6	4	-3
[11] Cn1c(SCC(=O)N2CCc3ccccc32)nc2cccnc21
  -1.2	-0.1	0	9	0	84	-1	-7	-3	9
[12] Cc1cc(C)nc(Sc2nc(Nc3ccccc3)nc(Sc3nc(C)cc(C)n3)n2)n1
  0.9	0.2	0	12	-15	102	0	5	7	5
[13] Cc1ccc(Sc2c(C)nn(C(=O)C3CC3)c2C)cc1
  1.2	-0.1	2	1	-7	99	4	9	-7	-2
[14] CC(=O)c1c(N(C)C)ccnc1C(F)(F)F
  -2.8	-0.4	-1	-3	-4	102	1	0	-3	-7
[15] Cc1cc(C)c(S(=O)(=O)N(C)CC(N)=O)c(C)c1
  -0.5	-0.1	0	-6	-5	100	-1	12	1	6
[16] Cc1ccc([C@H]2C[C@@H](n3cc(C4CC4)nn3)[C@H](O)CN2C(=O)C2CCCCC2)cc1
  -1.2	0.1	0	4	-5	99	0	-2	0	6
[17] CCCS(=O)(=O)c1ccc(COC(=O)c2cccc(NC(=O)C(C)C)c2)cc1
  0.3	-0.1	4	-3	-7	100	-2	-6	6	-1
[18] O=C(Cc1ccccc1F)OCC(=O)N1CCc2ccccc21
  -2.4	-0.1	1	15	-5	102	1	19	-3	-4
[19] N#Cc1ccc(C(=O)CSc2nnc(-c3ccc(C(F)(F)F)cn3)s2)cc1
  -1.4	0.0	2	1	-20	101	4	3	5	-3
[20] COc1ccc(Cc2c(C3CCCCC3)nc3cc(C)c(Br)c(C)n23)c(C)c1
  .	-0.3	0	.	-5	98	.	.	.	.
[21] CC(=O)Oc1ccc(/C=C(\NC(=O)c2ccco2)C(=O)Nc2ccc(C(C)=O)cc2)cc1
  0.7	0.0	3	17	-5	100	0	18	8	5
[22] Cc1ccccc1N1CCN(C(=O)c2ccccc2NC(=O)c2ccccc2C(=O)O)CC1
  -1.6	0.3	0	-1	-4	86	0	0	-5	0
[23] COc1ccccc1CNC(=O)CN(C)CC(=O)Nc1ccc(F)c(F)c1F
  -0.7	-0.1	1	9	-4	97	-2	2	6	-1
[24] CCc1cccc(NC(=O)[C@@H]2CCCN2C2=NS(=O)(=O)c3ccccc32)c1
  -1.7	-0.1	-3	6	-2	97	0	-4	13	-16
[25] S=C(c1ccc(-c2ccc(Cl)c(Cl)c2)o1)N1CCOCC1
  -1.9	-0.3	4	-2	.	98	-9	2	-7	2
[26] COc1ccc(OCC(=O)N(C)CC2COc3ccccc3O2)cc1 (stereo not drawn)
  -0.6	0.1	-6	1	-16	99	-1	2	-4	-3
[27] C=CCn1c(=O)c2ccccc2n2c(SCC(=O)Nc3sc(C(=O)N(CC)CC)c(C)c3C(=O)OCC)nnc12
  -1.0	0.4	1	4	-5	100	3	1	13	-1
[28] CN(C)CCCCOc1ccccc1F
  -3.3	0.5	-5	0	-5	179	0	-6	3	-4
[29] O=C(NCC(=O)N1CCOCC1)OCc1ccccc1
  -0.5	0.0	3	4	-6	99	1	-13	7	-7
[30] CCN(CCn1cccn1)Cc1nc(-c2ccc(C(=O)OC)cc2)no1
  0.4	-0.1	2	28	-5	103	-1	-8	-4	3

Following part
Every second line gives: MC4R ag barr	aDG glyco up	HTR2A ag	MC4R antag cAMP	CaV13 ICDI inh	ABCB6 inh 2	N-glyco inh	Vif imaging	H9c2 protect	PDI inh
[31] O=C(CCC1CCCN(C(=O)Cn2cnnn2)C1)NCc1ccccc1F (stereo not drawn)
  -2.3	0.1	5	12	-7	99	0	-4	4	8
[32] O=C(CCC(=O)c1cccs1)NC1CCCCCC1
  -2.6	-0.2	4	9	-5	111	-1	25	10	4
[33] Cn1nc(C(=O)OCC(=O)NC2CCS(=O)(=O)C2)c2ccccc2c1=O (stereo not drawn)
  -0.7	-0.1	11	11	4	91	1	3	4	-4
[34] Fc1ccccc1/C=N/Nc1ncnc2ccccc12
  -0.1	0.0	-3	4	-6	96	-4	4	-6	3
[35] S=C(NN=C1C2CC3CC(C2)CC1C3)Nc1ccccc1
  0.7	0.4	5	23	-3	97	-10	24	-1	-2
[36] CN(C(=O)CSc1nc2ccccc2c(=O)n1C)C1CCS(=O)(=O)C1 (stereo not drawn)
  -0.6	0.2	7	-3	-9	89	1	0	-5	-4
[37] N#C/C(=C\c1cccnc1)C(=O)Nc1cccc2ccccc12
  -0.7	-0.1	-1	9	-3	102	3	17	5	11
[38] CCN(CCCNC(=O)c1cn(CC)c2ccc(S(=O)(=O)N(C)C)cc2c1=O)c1cccc(C)c1
  0.7	-0.4	0	8	-3	100	-4	-9	14	3
[39] CCn1nc(C)c(NC(=O)/C=C/c2cnn(C)c2C)c1C
  -1.7	-0.6	5	6	-8	103	3	.	-2	0
[40] CCOC(=O)C1=CCN(S(=O)(=O)c2ccccc2C)C1c1ccc(Br)cc1 (stereo not drawn)
  .	-0.1	-3	.	-6	97	1	.	-4	.
[41] COc1ccc(/C=N/NC(=O)c2ccc(O)cc2)cc1CN1CCCc2ccccc21
  -0.5	0.0	1	8	-4	91	6	3	7	10
[42] CCn1cc(S(=O)(=O)NCCc2ccc(F)cc2)cn1
  -2.3	0.2	-4	0	-12	91	2	6	4	13
[43] COc1cccc(NC(=O)[C@H](C)NC(=O)N2CCn3c2nc2ccccc23)c1
  -2.5	-0.4	0	6	-13	98	5	-7	1	-15
[44] O=C(N/N=C/c1cccc(Oc2ccccc2)c1)c1ccccc1Br
  1.2	0.0	-2	10	-7	99	-3	-22	-13	3
[45] CCOc1ccccc1NC(=O)c1ccc2c(O)c(S(=O)(=O)c3ccccc3)c(=O)[nH]c2c1
  -0.5	-0.4	-1	3	-5	100	0	6	-2	-4
[46] CCCCNC(=O)CSc1ccc(S(=O)(=O)N2CCOCC2)cn1
  -0.6	-0.1	-3	0	-8	92	-1	20	-1	-4
[47] Cc1ccc(CN(Cc2ccc(C)o2)C(=S)NCC(=O)O)cc1
  -0.2	0.1	0	5	-3	92	4	-10	6	-1
[48] Cc1ccc(S(=O)(=O)N(C)c2ccc(C(=O)N(CC(C)C)C3CCS(=O)(=O)C3)cc2)cc1 (stereo not drawn)
  0.2	1.5	-2	-1	-6	96	-1	2	0	-5
[49] C[C@H](CO)N1C[C@H](C)[C@@H](CN(C)CC2CCOCC2)Oc2ncc(Br)cc2C1=O
  -1.8	0.0	1	0	-3	99	3	-2	9	-4
[50] O=C(NCc1cccc(C(F)(F)F)c1)C1CCC(=O)N(C2CCCCCC2)C1 (stereo not drawn)
  -0.5	0.0	-1	2	-2	101	2	14	-2	-2
[51] O=S(=O)(Cc1nnnn1-c1ccccc1)c1ccc(F)cc1
  -2.7	-0.1	1	7	.	90	1	.	1	5
[52] CNC(=S)N/N=C/c1ccc(N(C)C)cc1
  -2.1	0.0	4	8	2	99	0	-3	-8	-3
[53] Cc1ccc(C(=O)NCC(=O)OC(C)C(=O)Nc2ccccc2[N+](=O)[O-])s1 (stereo not drawn)
  -0.6	0.1	4	1	-5	93	2	16	-19	-9
[54] COc1ccc(CNc2nc3ccccc3s2)cc1OC
  0.4	0.3	6	2	-2	102	1	-1	-2	3
[55] CCOC(=O)c1cccc(NC(=O)Nc2cc(OC)ccc2OC)c1
  1.0	0.4	-3	0	-4	93	-1	-4	2	-2
[56] CCOC(=O)Cn1nnc(-c2ccccc2)n1
  -1.1	-0.1	-3	-1	-5	94	4	9	-7	-2
[57] O=c1[nH]c2ccsc2c(=O)n1CCO
  -0.8	-0.1	3	2	-2	99	0	2	10	2
